# Compound activity deposited in PubChem by Johns Hopkins Ion Channel Center.
# TMEM16A act: activators or potentiators of mouse TMEM16A chloride channel; Q8BHY3; 340,000 compounds, 0.3% hits; AID 623877; HEK293 TMEM16A/YFP-H148Q/I152L, iodide quench fluorescence; stronger effect = lower value; B-score at 10 µM;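 active means fluorescence-ratio B-score plate-corrected deviation score at least 3 library SD below zero, with starting fluorescence score within 5 deviations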;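 further: channel opened by trigger with iodide after compound preincubation; score built on the fluorescence ratio of max minus min over baseline; more negative score means more quench and so TMEM16A activation or potentiation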
# KCNQ1 block: inhibitors of human KCNQ1 potassium channel; B-score at 10 µM; 310,000 compounds, 1.3% hits; CHO-K1 KCNQ1, FluxOR thallium flux fluorescence; stronger effect = higher value; AID 2642;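 active means compounds whose thallium flux B-score, printed positive for inhibition, exceeds three library SD while starting fluorescence stays within three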;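 further: channel opened by potassium depolarization with thallium stimulus after 20 min compound exposure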
# ANO1 block: mouse TMEM16A channel inhibition, primary screen | Q8BHY3 | HEK293 TMEM16A/YFP iodide influx fluorescence, ionomycin | normalized B-score (activity score, 25-100; higher = stronger inhibition) at 10 µM | 310,000 compounds, 1.2% hits;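 active means ratio plate-corrected score three or more library SD toward inhibition, starting fluorescence score within five deviations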;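 further: score derived from kinetic fluorescence span divided by baseline fluorescence per well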
# MrgX1 ag: activates human MrgX1 receptor signaling | MrgX1-HEK293 cells, Fluo-4 calcium fluorescence, agonist mode; stronger effect = higher value | B-score at 10 µM | 310,000 compounds, 0.44% hits | AID 588627;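 active means calcium response B-score plate-corrected fluorescence ratio at least 3 library SD, with starting fluorescence B-score inside 5 SD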
#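 System – MrgX1-expressing HEK293 cells · Incubation – cells plated overnight, dye loaded 0.5 h 37 °C, 0.5 h room temperature · Technique – kinetic Fluo-4 NW fluorescence of intracellular calcium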
# MrgX1 PAM: allosterically activates human MrgX1 receptor signaling. Q96LB2. 310,000 compounds, 0.63% hits. B-score at 10 µM. MrgX1-HEK293, Fluo-4 calcium flux, FDSS; stronger effect = higher value;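 active means plate-corrected calcium response at least 3 library SD above typical, normal starting fluorescence, not activating the receptor alone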;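 further: compound read alongside a low EC10 to EC30 dose of BAM8-22 agonist; peak minus trough fluorescence over baseline measured at the second addition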
# RGS4 block: human RGS4 inhibition | AID 463165 | HEK293 M3R/RGS4 inducible, Fluo-4 calcium flux; stronger effect = higher value; triggered by carbachol at its EC20 | 310,000 compounds, 0.45% hits | B-score at 10 µM | P49798;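 active means B-score, a plate-corrected calcium signal, over three deviations above library mean, with baseline fluorescence within five deviations of library mean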;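 further: RGS4 expression induced by doxycycline in cells with stable M3 receptor; B-score is computed from the integrated fluorescence ratio over baseline after carbachol; higher B-score means a larger calcium signal and so more RGS4 inhibition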
# KCNK9 block: blocks the human KCNK9 two-pore domain potassium channel; B-score at 10 µM; Q9NPC2; 310,000 compounds, 1.2% hits; HEK293 KCNK9, FluxOR thallium flux fluorescence; stronger effect = lower value;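 active means ratio B-score over 3 SD below the library mean, with starting fluorescence within 5 SD of its mean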;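 further: negative B-score means less thallium flux so channel inhibition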
# Target sequence (Q9NPC2 whole entry, looked up, the tested form may be a part): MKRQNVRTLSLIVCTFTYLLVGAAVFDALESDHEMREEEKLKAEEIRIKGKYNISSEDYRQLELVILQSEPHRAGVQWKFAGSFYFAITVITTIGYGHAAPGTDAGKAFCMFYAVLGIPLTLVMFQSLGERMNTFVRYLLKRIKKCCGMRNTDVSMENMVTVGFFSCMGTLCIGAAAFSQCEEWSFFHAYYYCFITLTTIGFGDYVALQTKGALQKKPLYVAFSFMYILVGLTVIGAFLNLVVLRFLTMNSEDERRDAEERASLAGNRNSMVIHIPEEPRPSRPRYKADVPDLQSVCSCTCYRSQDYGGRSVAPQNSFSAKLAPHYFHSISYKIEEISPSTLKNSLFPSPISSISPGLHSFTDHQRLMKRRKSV
# hERG rescue: shields human hERG channel from block by proarrhythmic agents; Q12809; CHO-hERG, FluxOR thallium flux, dofetilide IC70 present; activation (rescue from dofetilide block), less the hit threshold, % at 10 µM; 310,000 compounds, 0.51% hits;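 active means activation above the mean of controls blocked by dofetilide plus 5 SD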;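 further: thallium influx through hERG after potassium depolarization seen as dye fluorescence rise; in these data hits start at about 4.7%; inactives centre near -7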
# KCNK3 inh: human KCNK3 channel inhibition, primary screen | 340,000 compounds, 0.84% hits | O14649 | CHO-KCNK3 thallium flux, FluxOR fluorescence; stronger effect = lower value | B-score at 10 µM;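 active means B-score under library mean minus 4 SD, starting fluorescence ratio at most library mean plus 5 SD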;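 further: more negative B-score means stronger inhibition of thallium flux through KCNK3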
# Target sequence (O14649 whole entry, looked up): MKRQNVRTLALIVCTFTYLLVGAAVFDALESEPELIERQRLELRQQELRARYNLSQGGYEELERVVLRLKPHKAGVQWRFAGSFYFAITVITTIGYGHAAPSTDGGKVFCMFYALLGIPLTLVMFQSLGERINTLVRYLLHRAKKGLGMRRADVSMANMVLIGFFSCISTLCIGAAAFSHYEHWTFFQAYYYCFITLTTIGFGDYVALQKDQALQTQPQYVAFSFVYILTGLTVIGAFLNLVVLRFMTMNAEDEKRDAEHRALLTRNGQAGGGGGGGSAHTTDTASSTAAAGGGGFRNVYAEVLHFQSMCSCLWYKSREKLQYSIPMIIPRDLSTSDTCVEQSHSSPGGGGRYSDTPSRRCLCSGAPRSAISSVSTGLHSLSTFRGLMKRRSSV
# KCNQ1 act: potentiators or activators of human KCNQ1 potassium channel. CHO-K1 KCNQ1, thallium flux FluxOR fluorescence; stronger effect = higher value. B-score at 10 µM. 310,000 compounds, 0.35% hits;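 active means fluorescence ratio B-score, a plate-corrected score, at least three library SD, with initial intensity B-score within 5 SD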
#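 Doses: Single concentration per compound, DMSO matched to controls | Test system: KCNQ1-transfected CHO-K1 cells | Timing: 90 min dye loading and 20 min compound exposure, both at room temperature | Measured by: Kinetic FluxOR thallium fluorescence, 10-s 1-Hz baseline, 110-s post-stimulus read | Medium: Assay buffer with matched DMSO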
# RGS4 act: RGS4 potentiation or activation | HEK293 M3R/inducible RGS4, carbachol calcium flux Fluo4; stronger effect = lower value | B-score at 10 µM | 310,000 compounds, 0.92% hits;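 active means B-score of the integrated calcium signal more than 4 SD below the library mean, with starting fluorescence not abnormally high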;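 further: negative B-score means reduced calcium response which marks RGS4 activation or potentiation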
#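 Assay system: Inducible-RGS4 HEK293 cells carrying M3 receptor | Schedule: Compound preincubation 20 min at room temperature before agonist | Signal: Kinetic calcium fluorescence imaging with Fluo4-AM dye, 2 µM | Read-out basis: B score from integrated fluorescence ratio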
# * marks the source's active call; other numbers are inactive results; i = inactive; nt = no result given.
# Each structure is followed by: TMEM16A act | KCNQ1 block | ANO1 block | MrgX1 ag | MrgX1 PAM | RGS4 block | KCNK9 block | hERG rescue | KCNK3 inh | KCNQ1 act | RGS4 act
1. CCCCNC(=S)NNC(=O)c1cc(-c2ccncc2)nc2ccccc12
→ i | i | i | i | i | i | i | -11 | i | i | i
2. NC(=O)CCCn1c(C(=O)c2cc(Cl)c(N)c(Cl)c2)c2ccc(C(F)(F)F)cc2[n+]1[O-]
→ i | i | i | i | i | i | i | -10 | i | i | i
3. CCCCN1CC(=O)N2[C@H](c3ccc(Cl)cc3)[C@@H]3C(=O)N(CC)C(=O)[C@@H]3[C@]2(Cc2ccccc2)C1=O
→ i | i | i | i | i | i | i | -2 | i | i | i
4. COc1ccc(OCC(=O)Nc2cccc(C(C)=O)c2)cc1
→ i | i | i | i | i | i | i | -13 | i | i | i
5. O=C(N/N=C/c1cccnc1)c1cc(-c2ccccc2)nc2ccccc12
→ i | i | i | i | i | i | i | -10 | i | i | i
6. CCOC(=O)C1CCN(C(=O)COC(=O)CSc2ccc(C(N)=O)cc2[N+](=O)[O-])CC1
→ i | i | i | i | i | i | i | -8 | i | i | i
7. Cc1ccc2c(Cl)cc(Cl)c(OCC(=O)Nc3ccc(C)c(S(=O)(=O)N(C)C)c3)c2n1
→ nt | i | i | i | i | i | i | -2 | nt | i | i
8. CCOc1ccc(NC(=O)c2ccco2)c([N+](=O)[O-])c1
→ i | i | i | i | i | i | i | 0 | i | i | i
9. COCCCNC(NC(=O)c1ccc(OC)cc1)C(Cl)(Cl)Cl (centres undefined)
→ i | i | i | i | i | i | i | -2 | i | i | i
10. COCCNc1nnc(SCC(=O)Nc2nnc(-c3ccccc3)o2)s1
→ i | i | i | i | i | i | i | -16 | i | i | i

# 2 entries from above, field by field:
[4] COc1ccc(OCC(=O)Nc2cccc(C(C)=O)c2)cc1
  TMEM16A act: i	KCNQ1 block: i	ANO1 block: i	MrgX1 ag: i	MrgX1 PAM: i	RGS4 block: i	KCNK9 block: i	hERG rescue: -13	KCNK3 inh: i	KCNQ1 act: i	RGS4 act: i
[1] CCCCNC(=S)NNC(=O)c1cc(-c2ccncc2)nc2ccccc12
  TMEM16A act: i	KCNQ1 block: i	ANO1 block: i	MrgX1 ag: i	MrgX1 PAM: i	RGS4 block: i	KCNK9 block: i	hERG rescue: -11	KCNK3 inh: i	KCNQ1 act: i	RGS4 act: i

# Next results follow:
# Each structure is followed by: TMEM16A act | KCNQ1 block | ANO1 block | MrgX1 ag | MrgX1 PAM | RGS4 block | KCNK9 block | hERG rescue | KCNK3 inh | KCNQ1 act | RGS4 act
11. Cc1ccc(-c2nc(NCC3CCCO3)sc2C)cc1 (centres undefined)
→ i | i | i | i | i | i | i | -5 | i | i | i
12. O=C1/C(=C/c2cccs2)N=C(c2cccs2)N1Nc1ccccc1
→ i | i | i | i | i | i | i | -6 | i | i | i
13. O=C(NCc1ccccc1)c1cc(=O)[nH]c2ccccc12
→ i | i | i | i | i | i | i | -12 | i | i | i
14. Cc1cnc(C(=O)OCC(=O)N2c3ccccc3CC2C)cn1 (centres undefined)
→ i | i | i | i | i | i | i | -6 | i | i | i
15. CCn1c(NC(=O)Nc2ccccc2OC)nc2ccccc21
→ i | i | i | i | i | i | i | -10 | i | i | i
16. O=C(Nc1ccccc1)N1CCCC1
→ i | i | i | i | i | i | i | 1 | i | i | i
17. Cc1ccsc1/C=N/Nc1nc(=O)[nH]nc1C
→ i | i | i | i | i | i | i | -5 | i | i | i
18. Cc1ccc(NC(=O)CN(C)C(=O)c2ccc(COc3ccccc3)cc2)cc1
→ i | i | i | i | i | i | i | -11 | i | i | i
19. Cc1ncc([N+](=O)[O-])n1Cc1cccc2ccccc12
→ i | i | i | i | i | i | i | -6 | i | i | i
20. CCc1cccc(CC)c1N(COC)C(=O)Cn1nnc2ccccc21
→ i | i | i | i | i | i | i | -9 | i | i | i
21. CCCCn1c(=O)[nH]c(=O)c2c1nc(-c1ccncc1)n2CCOC
→ i | i | i | i | i | i | i | -8 | i | i | i
22. COc1ccc(NC(=O)CSc2nccn2Cc2ccco2)cc1
→ i | i | i | i | i | i | i | -6 | i | i | i

# Taken from above.
# no. 19 in hERG rescue reads -6
# no. 14 in hERG rescue reads -6
# no. 11 in hERG rescue reads -5
# no. 15 in hERG rescue reads -10
# no. 16 in hERG rescue reads 1

# 6 of these compounds in a different format.
cpd	SMILES	TMEM16A act	KCNQ1 block	ANO1 block	MrgX1 ag	MrgX1 PAM	RGS4 block	KCNK9 block	hERG rescue	KCNK3 inh	KCNQ1 act	RGS4 act
14	Cc1cnc(C(=O)OCC(=O)N2c3ccccc3CC2C)cn1 (centres undefined)	i	i	i	i	i	i	i	-6	i	i	i
4	COc1ccc(OCC(=O)Nc2cccc(C(C)=O)c2)cc1	i	i	i	i	i	i	i	-13	i	i	i
11	Cc1ccc(-c2nc(NCC3CCCO3)sc2C)cc1 (centres undefined)	i	i	i	i	i	i	i	-5	i	i	i
16	O=C(Nc1ccccc1)N1CCCC1	i	i	i	i	i	i	i	1	i	i	i
2	NC(=O)CCCn1c(C(=O)c2cc(Cl)c(N)c(Cl)c2)c2ccc(C(F)(F)F)cc2[n+]1[O-]	i	i	i	i	i	i	i	-10	i	i	i
21	CCCCn1c(=O)[nH]c(=O)c2c1nc(-c1ccncc1)n2CCOC	i	i	i	i	i	i	i	-8	i	i	i

# Rows were taken by chance; any-hit rate near 6.3%.
